High-throughput results (PubChem)
PLCb3 inh = human PLC-beta3 inhibitors, primary screen, biochemical, fluorescence. 1-phosphatidylinositol 4,5-bisphosphate phosphodiesterase beta-3 (Homo sapiens), Q01970. AID 720704, 2013. Purified PLC-beta3, fluorogenic substrate. inhibition, % at 12.2 µM. 370,000 tested, 0.18% active; in the data active means inhibition above about 11%;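 further: 0% = median of compound wells on plate and 100% = full blocker control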
ARFGAP1 inhibitor = inhibitors of rat ARFGAP1 GAP activity, primary screen, biochemical, fluorescence polarization, GDP tracer. 360,000 tested, 0.26% active. inhibition, % at 16.5 µM. ADP-ribosylation factor GTPase-activating protein 1 (Rattus norvegicus), Q62848. Arfgap1-stimulated ARF1 GTP hydrolysis, GDP FP detection;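 active means inhibition above a per-plate limit, mean inhibition of low control wells plus 3 SD, cut at about 25% in these data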;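 further: 0% = DMSO wells with enzyme and 100% = wells lacking Arfgap1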
Target sequence (Q62848 1-136 limits assumed): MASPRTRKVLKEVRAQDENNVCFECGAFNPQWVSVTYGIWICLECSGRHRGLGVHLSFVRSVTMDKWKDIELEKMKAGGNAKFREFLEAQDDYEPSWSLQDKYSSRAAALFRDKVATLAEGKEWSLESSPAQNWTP
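System: truncated rat Arfgap1 GAP domain / Medium: HEPES-based buffer, pH 7.5 / Also added: N-terminally truncated human ARF1-GTP substrate / Incubation: enzyme reaction 120 min at 25 °C after 20 min preincubation / Measured by: FP of antibody-bound GDP Alexa 633 tracer, ex 620/em 688 nm / Replicates: singlicate, each compound tested once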
TDP2 inh = human TDP2 enzyme inhibitors, primary screen, biochemical, epi absorbance, recombinant enzyme; Tyrosyl-DNA phosphodiesterase 2 (Homo sapiens), O95551; T5PNP hydrolysis, p-nitrophenol absorbance 415 nm; inhibition, % at 12.8 µM; 370,000 tested, 0.34% active;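 active means inhibition above the mean of all tested compounds plus 3 SD, set per campaign, cut at about 25% in these data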;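 further: 0% = DMSO with enzyme and 100% = buffer with substrate but no TDP2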
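Material: recombinant human TDP2; quantity: TDP2 enzyme at 120 nM final; medium: Tris-HCl pH 7.5 with MgCl2; compound: single concentration, 12.8 µM nominal, with 1% DMSO; incubation: 2 h enzyme incubation at 37 °C; signal: epi absorbance; measure: percent inhibition; benchmarks: high control without enzyme, low control DMSO plus TDP2; repeats: singlicate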
ADAM10 inh = human ADAM10 inhibitors, primary screen, biochemical, QFRET, HTS; Disintegrin and metalloproteinase domain-containing protein 10 (Homo sapiens), O14672; recombinant ADAM10, EDANS/DABCYL FRET peptide cleavage, 3 h; inhibition, % at 7 µM; 370,000 tested, 0.62% active;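 active means inhibition above a per-campaign cutoff equal to the mean of compounds falling between control-based bounds plus 3 SD, cut at about 20% in these data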;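 further: 0% = DMSO wells while the 100% control is not disclosed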
PLC-gamma1 inh = PLC-gamma1 enzyme inhibitors, primary screen, biochemical, fluorescence, purified enzyme. fluorogenic substrate. inhibition, % at 12.2 µM. AID 720700, 2013. 370,000 tested, 0.84% active; in the data active means inhibition above about 9.5%
ASAP1 inh = inhibitors of human ASAP1 ArfGAP activity, primary screen, biochemical, fluorescence polarization; 360,000 tested, 0.19% active; Arf-GAP with SH3 domain, ANK repeat and PH domain-containing protein 1 (Homo sapiens), …; ASAP1-stimulated ARF1 GTP hydrolysis, GDP FP detection; inhibition, % at 16.5 µM; in the data active means inhibition above about 25%;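 further: 0% = vehicle with enzyme and substrate and 100% = no enzyme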
Target sequence (Q9ULH1 325-724 limits assumed): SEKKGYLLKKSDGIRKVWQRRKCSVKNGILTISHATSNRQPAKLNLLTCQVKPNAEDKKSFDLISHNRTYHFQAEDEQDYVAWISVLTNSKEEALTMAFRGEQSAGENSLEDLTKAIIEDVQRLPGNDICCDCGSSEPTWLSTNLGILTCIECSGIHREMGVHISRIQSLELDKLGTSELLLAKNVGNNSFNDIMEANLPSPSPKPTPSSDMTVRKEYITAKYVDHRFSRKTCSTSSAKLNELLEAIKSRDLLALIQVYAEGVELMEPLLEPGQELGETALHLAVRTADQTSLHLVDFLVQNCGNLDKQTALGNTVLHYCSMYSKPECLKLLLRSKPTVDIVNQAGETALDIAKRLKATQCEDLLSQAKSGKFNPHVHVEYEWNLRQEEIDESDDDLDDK
DDE Tn6 FP inh = inhibitors of Tn6 peptide binding to fibrin DD(E), primary screen, biochemical, fluorescence polarization, human fibrin, Tn6 probe; Fibrinogen beta chain (Homo sapiens), P02675; Fibrin DD(E) TRITC-Tn6 fluorescence polarization displacement; inhibition, % at 8.3 µM; 370,000 tested, 0.21% active;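 active means inhibition above a per-campaign cutoff: mean of compounds within control limits plus 3 SD, cut at about 15% in these data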;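 further: 0% = median of all compound wells on the plate and 100% = blocking peptide control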
Target sequence (P02675 whole entry, looked up): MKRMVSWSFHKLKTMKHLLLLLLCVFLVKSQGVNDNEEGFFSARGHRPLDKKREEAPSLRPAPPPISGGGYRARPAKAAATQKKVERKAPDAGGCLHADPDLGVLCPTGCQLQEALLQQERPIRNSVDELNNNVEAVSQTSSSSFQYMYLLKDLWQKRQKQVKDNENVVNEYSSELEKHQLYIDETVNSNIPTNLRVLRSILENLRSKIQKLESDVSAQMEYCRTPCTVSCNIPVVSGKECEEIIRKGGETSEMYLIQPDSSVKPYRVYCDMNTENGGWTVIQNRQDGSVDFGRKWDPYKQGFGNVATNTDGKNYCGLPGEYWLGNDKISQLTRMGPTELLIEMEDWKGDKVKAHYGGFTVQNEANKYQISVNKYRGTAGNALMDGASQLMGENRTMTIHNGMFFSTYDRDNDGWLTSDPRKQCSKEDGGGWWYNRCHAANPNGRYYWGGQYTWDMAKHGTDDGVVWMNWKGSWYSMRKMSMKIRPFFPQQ
DDE Tn7 FP inh = inhibitors of Tn7 peptide binding to fibrin DD(E), primary screen, biochemical, fluorescence polarization, human fibrin, Tn7 probe | Fibrinogen beta chain (Homo sapiens), P02675 | FP displacement of FITC-Tn7 peptide from fibrin DD(E); 0% = median of compound wells per plate | inhibition, % at 8.3 µM | 370,000 tested, 0.13% active | AID 720508, 2013;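 active means inhibition above the mean of compounds falling within the control limits plus 3 SD of them, cut at about 14% in these data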;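 further: 0% = plate median of compound wells and 100% = 10 µM Aha-Tn7 peptide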
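System: human fibrin DD(E); quantity: Fibrin-DD(E) at 2 µM final; also added: fluorescent Tn7 probe at 0.1 µM; compound dosing: single nominal test concentration of 8.3 µM per compound; schedule: 10 min preincubation, 3 h with tracer, room temperature; detection: fluorescence polarization of the labelled Tn7 tracer; repeats: one replicate per compound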
SIAE inh = human SIAE inhibitors, primary screen, biochemical, fluorescence polarization, FP-Rh probe, 1536-well HTS; SIAE FP-Rh probe binding; inhibition, % at 9.66 µM; AID 1053197, 2014; 370,000 tested, 0.69% active; Sialate O-acetylesterase (Homo sapiens), Q9HAT2;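 active means inhibition above a cutoff: mean of compounds within the control limits plus 3 SD of those, cut at about 17% in these data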;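 further: 0% = plate median of compound wells and 100% = probe without SIAE protein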
ADAM17 inh = ADAM17 inhibitors, primary screen, biochemical, QFRET. Disintegrin and metalloproteinase domain-containing protein 17 (Homo sapiens), P78536. recombinant ADAM17, EDANS/DABCYL FRET peptide cleavage. inhibition, % at 6.95 µM. 370,000 tested, 0.83% active. AID 720648, 2013;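 active means inhibition above the mean of compounds lying between control limits plus 3 SD, set per campaign, cut at about 8.5% in these data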;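 further: 0% = DMSO-only wells as the low control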
Active calls of the source: *; i = inactive; nt = not tested or not shown.

Values in the order: ASAP1 inh, DDE Tn7 FP inh, ADAM17 inh, SIAE inh, PLC-gamma1 inh, PLCb3 inh, ARFGAP1 inhibitor, TDP2 inh, DDE Tn6 FP inh, ADAM10 inh
CC1(C(=O)Nc2ccc3nc[nH]c3c2)CCN1C(=O)CCc1ccccc1 (stereo not drawn)
  0, 0, -2, 3, -2, 3, -5, 2, -3, -2
COc1ccc(S(=O)(=O)NCc2cc(=O)n(C)c(=O)n2C)cc1F
  7, 3, -3, 1, -1, -8, -1, -5, -3, -6
O=S(=O)(NCc1cc(-c2ccccc2)no1)c1ccccc1Cl
  8, 1, -1, 4, -1, 4, 10, -2, 1, 8
CC(C)c1cccc(C(C)C)c1NC(=O)c1ccc(-c2cc(Cl)ccc2Cl)o1
  3, 2, -6, -3, -1, 2, 6, -2, -2, -8
CC(C)COc1cccc(C(=O)N(CC(=O)Nc2ccccc2C(F)(F)F)Cc2ccco2)c1
  -3, 0, -1, -1, 0, -1, 2, 1, -3, 1
COc1ccc(CCN2C(=O)C3C4CCC(C4=C(C)C)C3C2=O)cc1OC (stereo not drawn)
  -2, 4, 0, -1, 3, -2, 10, 1, -2, -12
CCCOc1ccc(N2C(=O)CC(N(CCc3ccc(OC)cc3)C(=O)c3ccccc3)C2=O)cc1 (stereo not drawn)
  -4, 1, 0, 5, 4, 2, -3, 4, 6, 10
CCn1c(SCC(=O)C(C)(C)C)nnc1-c1ccccc1OC
  4, -1, -5, 1, -3, 0, 10, 10, -6, 4
O=C(CN1C(=O)/C(=C/c2cccc(Br)c2)SC1=S)Nc1cccnc1
  21, -1, 0, -19, -4, -3, 0, 13, 5, 1
CN(C)C/C=C/C(O)(c1ccccc1)c1ccccc1
  -1, 3, 3, -1, -2, -5, 4, -4, 11, 4
COc1cccc2cc(C(=O)N3CCC(C)CC3)c(=O)oc12
  -1, -3, -7, 8, -31, -39, -10, -2, 1, -25
COc1ccc(C(=O)c2[nH]c(N)c(C(=O)c3c[nH]c4ccccc34)c2-c2ccc(F)c(OC)c2)cc1
  -1, 8, 1, 5, -16, -60, 14, 9, -3, 4
Cc1nc(NC(=O)/C=C/c2ccccc2)n[nH]1
  13, -3, 0, 0, 0, 0, 6, -1, 5, 4
CCN(CC)CCNC(=O)c1ccc(NC(=O)c2ccc(-n3cncn3)c([N+](=O)[O-])c2)cc1
  2, 4, 7, 5, 6, 3, 1, -9, -1, -22
NS(=O)(=O)c1ccc(NC(=O)c2ccc(OCC3CCCO3)cc2)cc1 (stereo not drawn)
  3, -6, 0, 0, 2, 4, 1, -2, 4, -2
CCn1c(=O)n(CC(=O)NC2CCCC(C)C2C)c(=O)c2ccccc21 (stereo not drawn)
  7, -4, -5, 2, -13, -16, 8, -1, -6, -2
NS(=O)(=O)c1ccc(CCNc2cc(=O)n(Cc3ccc(F)cc3)c(=O)[nH]2)cc1
  2, -2, -4, -5, -4, -5, -10, -1, 5, -3
COC(=O)C1=C(C)N=c2s/c(=C/c3cccs3)c(=O)n2C1c1cccs1 (stereo not drawn)
  7, 1, 4, -7, 5, 5, -3, -17, 1, 7
CCC(C)Nc1nc2c(c(=O)n(C)c(=O)n2C)n1Cc1ccc(F)cc1 (stereo not drawn)
  3, -3, -3, 5, 3, 3, 3, -1, -6, 11
Cn1c(CNC(=O)CCNC(=O)c2cccc(F)c2)cc(=O)n(C)c1=O
  1, -3, -4, 3, -2, -1, 14, 11, -6, 5
CCOC(=O)Nc1n[nH]c(NC(=O)OCC)c1[N+](=O)[O-]
  7, 1, -1, -3, 2, 4, -5, 7, -3, 1
c1ccc(C[C@H]2CN=C(Nc3ccccc3)N2CC2CCCCC2)cc1
  -7, 7, 5, 1, 8, 8, 7, -21, -6, 1
C[C@@H]1CCCCO[C@H](CN(C)C(=O)Cc2ccccc2)[C@H](C)CN([C@@H](C)CO)C(=O)c2cc(NC(=O)Nc3ccc(F)cc3)ccc2O1
  4, -1, 4, 4, -1, -2, 14, -1, 2, 8
COc1ccc(-c2nnn(CC(=O)c3ccccc3)n2)cc1OC
  -4, 4, -3, -3, 0, 4, -2, 1, -1, 1
O=C(O)c1cccc(N2C(=O)C3CC=C(Cl)CC3C2=O)c1 (stereo not drawn)
  19, -2, 2, 0, 3, -1, 4, 2, 5, -3
COc1ccc(C(=O)NCCN2CCC(n3c(=O)[nH]c4ccccc43)CC2)cc1F
  -7, 5, -1, 4, 0, 0, 6, 2, -7, -6
O=C(NCC(c1ccco1)N1CCCCC1)c1ccc(OCc2ccccc2)cc1 (stereo not drawn)
  -2, -3, -4, 4, -1, -8, -3, 5, 4, 0
O=C(NCc1cccs1)c1cccc(N2CCCC2=O)c1
  8, -9, 2, 5, 4, 2, 2, 6, -4, 1
CN(CC(=O)OCC(=O)NCc1ccccc1)S(=O)(=O)c1ccc(Cl)cc1
  10, -8, 0, 1, 1, 2, -10, -5, 0, 4
CCOC(=O)CSc1nc2c(cnn2-c2ccc(F)cc2)c(=O)[nH]1
  7, -2, -1, 7, 0, -5, 1, 11, 4, -3
c1ccc(Cn2c(-c3cccs3)nc3nc4ccccc4nc32)cc1
  -14, -3, -37, 5, -17, -17, -5, 6, 0, -127
Cc1ccc(C=C2C(=O)c3ccccc3C2=O)s1
  4, 9, -1, -87, 2, -2, -4, 2, 3, 5
O=C(Nc1ccccc1)c1cc([N+](=O)[O-])ccc1Cl
  2, -3, -3, -6, -1, 1, -4, 0, 1, 2
C=CCNC(=S)NN(c1ccccc1)c1ccccc1
  9, 7, -3, 3, -2, -4, 13, -8, 1, -4
COc1ccc(-n2c(SCC(=O)NC3CCCCCC3)nnc2-c2ccncc2)cc1
  nt, 2, -3, 3, -3, -1, nt, 8, 4, -6
COc1cccc(-c2cc(NC(C)=O)c3ncc(-c4cccc(C(C)=O)c4)n3c2)c1
  -1, -5, 4, -14, -10, -16, 17, -13, -4, -10
O=C(O)Cc1cc(=O)[nH]n(-c2ccccc2)c1=O
  2, 8, -2, -8, 3, 3, -6, 6, -3, -7
O=C(NCc1cccnc1)c1ccc(Cl)cc1[N+](=O)[O-]
  -13, 0, -2, 3, 0, 3, 1, -6, 1, -3
COc1ccc2c(C(=O)c3ccc(Cl)cc3)n(CCCC(N)=O)[n+]([O-])c2c1
  1, 8, 1, 2, -52, -11, -7, -11, 11, -4
CCOC(=O)c1c[nH]c(=S)n1C
  10, -2, -3, 4, 2, -4, -1, 8, -4, -2
CC(=O)Nc1ccc(NC(=O)CSc2nnc(-c3cccs3)o2)cc1
  nt, 3, -3, 0, -2, -9, nt, -6, 4, -2
Cc1cccc(C(=O)OCC(=O)NC23CC4CC(CC(C4)C2)C3)c1O
  5, 6, 0, -3, 2, -3, 6, 1, 7, 2
COc1ccc(CCC(=O)N2CCN(S(=O)(=O)c3ccc(OC(F)(F)F)cc3)CC2)cc1
  17, 4, -4, 4, -3, -7, -4, -5, 1, -5
CCOC(=O)N1CCN(S(=O)(=O)c2ccc3c4c(cccc24)C(=O)N3)CC1
  -2, -4, -91, 0, i, i, -1, -5, 0, -336
Cc1cccc(C)c1NC(=O)CN1CCN(C(=O)C2CCC2)CC1
  -4, 8, -4, 0, 0, -3, -25, 4, 8, -9
O=C(CNS(=O)(=O)c1cc2ccccc2s1)N1CCN(c2ccccn2)CC1
  nt, 6, -1, -9, -1, -1, nt, 3, 12, -1
NC(=O)Cn1cc(/C=N\NS(=O)(=O)c2ccccc2)c2ccccc21
  -5, 2, 2, 11, -3, -5, 12, 9, 1, -1
Cc1ccc(C(=O)N2CCNC(=O)C2CC(=O)Nc2ccccc2)cc1 (stereo not drawn)
  16, -2, 0, 7, 2, -5, 4, 0, 2, -6
Cc1noc(C)c1S(=O)(=O)N(C)C[C@H]1Oc2ccc(NS(=O)(=O)c3cn(C)cn3)cc2C(=O)N([C@H](C)CO)C[C@@H]1C
  -15, -5, -5, 3, -1, 1, 6, -2, -3, -7
CN1C(=O)CC(C(=O)O)SC1=Nc1cc(Cl)cc(Cl)c1 (stereo not drawn)
  3, -7, -4, -6, 1, -7, 9, 3, -3, 0
Cc1cc(NC(=O)CSc2nc3c(C)c(C)ccc3cc2C)no1
  10, -4, 2, 6, 1, -1, 14, 8, 5, 0
CCCC(=O)Nc1nnc(SCC(=O)N2C(C)CCCC2C)s1 (stereo not drawn)
  -1, -2, 0, 0, 0, 0, 4, -6, 3, 5
Cc1cc2c(cc1S(=O)(=O)NCc1ccccc1Cl)OCCN2C
  -3, -3, 6, 5, -5, -2, -1, 6, 4, -3
N#Cc1cccc(CS(=O)(=O)c2ccc(Cl)cc2)c1
  2, -1, -4, 2, 8, 3, 6, -10, -2, 12
CCOc1ccccc1NC(=O)CN(c1cc(C)cc(C)c1)S(=O)(=O)c1c(C)noc1C
  1, 7, -1, 0, -1, 1, 1, 6, 11, -7
CC(C)(C)N(Cc1ccccc1)C(=O)CN1C(=O)c2ccccc2S1(=O)=O
  -12, 9, -4, 6, 2, 1, -9, 9, 7, -16
O=C(NCc1ccccc1)c1ccc(Oc2ccc(C(=O)NCc3ccccc3)cc2)cc1
  -3, 1, 0, -6, 2, 3, -6, -2, 7, 6
CCCN1C(=O)/C(=C/c2nc3ccccc3c(=O)[nH]2)c2ccccc21
  2, -7, 1, 1, -2, 1, 2, 11, -4, 5
O=C(CCN1C(=O)C2CC=C(Cl)CC2C1=O)NCc1ccco1 (stereo not drawn)
  -6, 0, -4, 8, -6, -7, -11, 5, 0, -7
Nc1nc(-c2ccccc2)nc(-c2ccccc2O)n1
  0, 12, 5, -24, 0, 2, 8, 3, -1, 15
Cc1cccc(Cn2c(O)c(N=NC(=S)Nc3ccccc3F)c3ccccc32)c1
  6, 2, -2, -4, 0, 1, 4, 1, 1, -3
